High-throughput results as filed in PubChem.
Jurkat NFkB inh: inhibitors of the PMA/ionomycin-induced NF-kB reporter in Jurkat cells | PMA/ionomycin-induced NF-kB luciferase reporter, luminescence | inhibition, % at 4 µM | 330,000 tested, 0.53% active | AID 435003
697 NFkB inh: lowers PMA/ionomycin-induced NF-kB signal in 697 B cells. 330,000 tested, 0.33% active. inhibition, % at 4 µM. AID 435022. 697 B-cell NF-kB luciferase reporter, 16 h; in the data active = inhibition above about 35%
EBI2 block: antagonists of human EBI2 receptor; P32249; EBI2 beta-arrestin recruitment, luminescence, 7a,25-OHC stimulated; inhibition, % at 5 µM; 360,000 tested, 0.81% active; AID 651636; in the data active = inhibition above about 38%;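 also: enzyme fragment complementation signal reports receptor beta-arrestin coupling in cells; 0% = agonist plus DMSO wells and 100% = wells without agonist; some results beyond the cut were filed as inactive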
SENP8 block: SENP8 protease inhibition. Q96LD8. purified SENP8, Z-RLRGG-aminoluciferin cleavage, luminescence. inhibition, % at 10 µM. 330,000 tested, 1.2% active. AID 2540
Target sequence (Q96LD8 whole entry, looked up): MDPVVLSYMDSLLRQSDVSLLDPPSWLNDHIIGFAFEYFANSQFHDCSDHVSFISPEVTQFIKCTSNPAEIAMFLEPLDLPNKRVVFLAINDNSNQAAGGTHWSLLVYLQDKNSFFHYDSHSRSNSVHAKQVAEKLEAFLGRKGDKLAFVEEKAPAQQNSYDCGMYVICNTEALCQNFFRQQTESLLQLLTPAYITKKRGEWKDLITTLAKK
CCR6 antagonist: blocks CCL20-driven beta-arrestin recruitment at human CCR6; P51684; CHO-K1 CCR6 PathHunter beta-arrestin, luminescence, CCL20-stimulated; inhibition, % at 20 µM; 340,000 tested, 0.49% active; AID 493098;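 active = compounds whose inhibition of the agonist-driven luminescence signal at 20 µM reaches about 50%, limit read from the data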;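 also: cells stimulated with CCL20 at 14 nM final; plate controls were DMSO with CCL20 for no effect and DMSO without agonist for full effect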
Target sequence (P51684 whole entry, looked up): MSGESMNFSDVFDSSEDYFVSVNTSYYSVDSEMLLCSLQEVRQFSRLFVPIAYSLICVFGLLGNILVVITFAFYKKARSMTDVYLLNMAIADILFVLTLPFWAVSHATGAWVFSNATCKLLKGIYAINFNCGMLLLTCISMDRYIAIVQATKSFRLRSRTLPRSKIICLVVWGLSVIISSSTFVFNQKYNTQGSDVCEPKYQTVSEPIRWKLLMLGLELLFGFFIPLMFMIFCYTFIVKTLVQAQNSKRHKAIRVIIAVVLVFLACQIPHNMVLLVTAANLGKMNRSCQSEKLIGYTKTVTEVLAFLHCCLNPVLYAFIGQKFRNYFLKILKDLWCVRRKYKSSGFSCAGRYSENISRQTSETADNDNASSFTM
Apaf1 inhib: human Apaf-1 inhibition | 330,000 tested, 0.71% active | reconstituted apoptosome caspase-3 activity, DEVD-Rh110 fluorescence | O14727 | AID 489030 | inhibition, % at 20 µM; active = inhibition of at least 40% at 20 µM;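 also: plate controls were DMSO wells for no effect and DEVD-CHO caspase inhibitor wells for full effect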
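detection = Rh110 fluorescence intensity | test system = biochemical Apaf-1 apoptosome reconstitution | also added = cytochrome c and DEVD-Rh110 substrate | schedule = 30 min plus 50 min, RT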
UBC13 polyUb: human UBC13 polyubiquitination inhibition. UBC13 polyubiquitin chain formation, TR-FRET. inhibition, % at 20 µM. P61088. 330,000 tested, 0.47% active; in the data active = inhibition above about 45%, passing the limit was not always enough
Target sequence (P61088 whole entry, looked up): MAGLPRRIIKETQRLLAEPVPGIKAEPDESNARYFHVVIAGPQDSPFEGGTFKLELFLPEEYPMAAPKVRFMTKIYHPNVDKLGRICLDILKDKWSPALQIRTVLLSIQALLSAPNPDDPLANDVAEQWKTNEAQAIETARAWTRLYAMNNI
Gli-Sufu block: blocks Gli-Sufu signaling in a luciferase reporter | inhibition, % at 5 µM | 340,000 tested, 0.74% active | Sufu-KO-LIGHT fibroblasts, Gli luciferase reporter luminescence;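 active = inhibition above about 55%, limit read from the data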;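 also: 0% = DMSO-treated cells and 100% = wells with medium but no cells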
The depositor's hits bear a star; x = no result given. Rule as the data show it, unless noted: active = inhibition above about 50%; inactive = the rest. An excerpt; rates above refer to the full screens.

Field names: A = Jurkat NFkB inh; B = 697 NFkB inh; C = EBI2 block; D = SENP8 block; E = CCR6 antagonist; F = Apaf1 inhib; G = UBC13 polyUb; H = Gli-Sufu block
CCc1nc2ccccc2nc1N1CCN(S(=O)(=O)c2c(C)cc(Cl)cc2C)CC1
  A = -1; B = 20; C = -2; D = 5; E = 12; F = -7; G = 26; H = 4

O=C(NC1CCCCCC1)c1cc2ccccc2oc1=O
  A = -32; B = -107; C = 5; D = 40; E = 7; F = 17; G = -5; H = 5

C/C(=N\NC(=S)NCCc1ccccc1)c1ccc(Cl)cc1
  A = -6; B = -43; C = 4; D = -12; E = 11; F = 22; G = 2; H = -3

CC1=NN2C(=N)/C(=C\c3cc(C)n(-c4ccc(C)cc4)c3C)C(=O)N=C2S1
  A = -2; B = -28; C = 7; D = -2; E = 12; F = -8; G = 0; H = -3

Oc1ccc2c(ccc3[nH]cnc32)c1
  A = -3; B = -32; C = 16; D = -1; E = -5; F = 3; G = 4; H = 13

CCOC(=O)CC1C(=O)NCCN1c1nc2c(C)cccn2c(=O)c1/C=C1\SC(=S)N(C(C)CC)C1=O (stereo unspecified)
  A = 12; B = 27; C = x; D = 3; E = 15; F = 20; G = -166; H = 7

CC(SCC(=O)Nc1ccc(S(=O)(=O)N2CCCCC2)cc1)C(=O)O (stereo unspecified)
  A = -10; B = 0; C = 5; D = 0; E = 1; F = 5; G = 2; H = -1

O=C(NC1CC1)C1=C[C@@H](c2ccc(Br)cc2)C[C@@H](OCc2ccc(CO)cc2)O1
  A = 3; B = -15; C = -2; D = -6; E = 14; F = 2; G = 1; H = -15

C=C(C)CSc1nc(C)c(Cc2ccccc2)c(=O)[nH]1
  A = -6; B = 12; C = -5; D = -3; E = -14; F = 14; G = 6; H = 7

COc1cc(NC(=O)CCCn2c(=S)[nH]c3ccccc3c2=O)cc(OC)c1OC
  A = -12; B = -1; C = 2; D = -2; E = -19; F = 3; G = -3; H = -25

CCOC(=O)C1CCN(C(=O)CCS(=O)(=O)Cc2ccccc2)CC1
  A = -8; B = 2; C = 1; D = 6; E = 2; F = 5; G = 6; H = -3

Brc1ccc(-c2ccc(/C=N/Nc3nc(N4CCOCC4)nc(N4CCOCC4)n3)o2)cc1
  A = 3; B = -9; C = -26; D = -3; E = 7; F = -1; G = 13; H = 35

CCOc1ccc(-n2c(SCC(=O)Nc3cc(C)on3)nnc2-c2c[nH]c3ccccc23)cc1
  A = 12; B = -32; C = 1; D = -11; E = 8; F = -5; G = -10; H = -2

COc1ccc(S(=O)(=O)N2CCCCCC2)cc1C(=O)Nc1cc(C)ccn1
  A = -15; B = 6; C = 12; D = -16; E = 14; F = 23; G = 28; H = 0

C=CCn1c(C)cc(C(=O)COc2ccc(N(C)S(=O)(=O)c3ccc(NC(C)=O)cc3)cc2)c1C
  A = 8; B = -21; C = 11; D = 4; E = 15; F = 7; G = 6; H = 11

The list goes on, overlapping the part above by 3 compounds.
Field names: A = Jurkat NFkB inh; B = 697 NFkB inh; C = EBI2 block; D = SENP8 block; E = CCR6 antagonist; F = Apaf1 inhib; G = UBC13 polyUb; H = Gli-Sufu block
CCOc1ccc(-n2c(SCC(=O)Nc3cc(C)on3)nnc2-c2c[nH]c3ccccc23)cc1
  A = 12; B = -32; C = 1; D = -11; E = 8; F = -5; G = -10; H = -2

COc1ccc(S(=O)(=O)N2CCCCCC2)cc1C(=O)Nc1cc(C)ccn1
  A = -15; B = 6; C = 12; D = -16; E = 14; F = 23; G = 28; H = 0

C=CCn1c(C)cc(C(=O)COc2ccc(N(C)S(=O)(=O)c3ccc(NC(C)=O)cc3)cc2)c1C
  A = 8; B = -21; C = 11; D = 4; E = 15; F = 7; G = 6; H = 11

CCOC(=O)c1ccc2c(c1)nc(COc1ccc3ccccc3c1)n2CC
  A = 11; B = -9; C = 7; D = -5; E = 10; F = 7; G = 10; H = 9

CCOC(=O)N1CCN(C(=O)c2ccc(NS(=O)(=O)c3ccc(F)cc3)cc2)CC1
  A = 1; B = -1; C = 3; D = 4; E = -28; F = -4; G = -1; H = 7

O=C1c2ccccc2C(=O)c2c1ccc1c(=O)n(C3CCCCC3)[nH]c21
  A = -12; B = 6; C = 9; D = -8; E = 6; F = 2; G = -131; H = 5

CCC(=O)Nc1ccccc1Nc1cc(C#N)c(C#N)cc1[N+](=O)[O-]
  A = -7; B = -13; C = -8; D = 0; E = -19; F = 5; G = -27; H = -3

COc1ccc(NC(=O)CO/N=C2/CCCc3nonc32)c(OC)c1
  A = 8; B = -7; C = 4; D = 7; E = 6; F = -14; G = 6; H = 38

Cc1cccc(/C=N/N2CCN(c3ccccc3)CC2)c1
  A = -60; B = -87; C = 10; D = 5; E = 8; F = 9; G = 0; H = -91

O=C1CC(N2CCN(c3ccc(F)cc3)CC2)C(=O)N1c1ccc(F)cc1 (stereo unspecified)
  A = 3; B = -58; C = 2; D = -11; E = 15; F = 1; G = -6; H = 9

Cn1c(=O)[nH]c(=O)c2[nH]c(N(Cc3ccccc3)Cc3ccccc3)nc21
  A = -3; B = 17; C = 3; D = -3; E = 10; F = 20; G = 10; H = -8

CCCCn1c(N)c(N(CCOC)C(=O)COC(=O)Cc2cccc(OC)c2)c(=O)[nH]c1=O
  A = 5; B = 13; C = 1; D = 2; E = 6; F = -1; G = 2; H = -7

COc1ccc(OC)c(S(=O)(=O)N2CCN(c3ccc(F)cc3)CC2)c1
  A = 13; B = -12; C = 13; D = 10; E = 17; F = 11; G = 0; H = 4

O=C(N/N=C/c1cccs1)c1ccc2ncccc2c1
  A = -13; B = 22; C = -4; D = 3; E = -5; F = -14; G = -13; H = 17

O=C(COC(=O)CNC(=O)c1sc2ccccc2c1Cl)Nc1c(Cl)cc(Cl)cc1Cl
  A = 4; B = 12; C = 3; D = 2; E = 9; F = -6; G = 4; H = 4

COc1cc2cc(Oc3ccc4ccc(=O)oc4c3)c(=O)oc2cc1O[C@@H]1O[C@H](CO)[C@@H](O)[C@H](O)[C@H]1O
  A = -3; B = 5; C = 3; D = -10; E = 3; F = -5; G = 8; H = 4

COP(=O)(OC)c1nc(-c2ccccc2)oc1N1CCOCC1
  A = -1; B = 7; C = -16; D = 9; E = -2; F = -5; G = 13; H = -10

Cc1cc(NC(=O)CSc2ccc3c(c2)OCCO3)no1
  A = 4; B = -6; C = 1; D = 4; E = 7; F = -8; G = -10; H = -19

CCc1cnccc1CCC(=O)Nc1ccccc1C
  A = -13; B = -10; C = -15; D = -5; E = -3; F = -23; G = 5; H = 4

O=CN1CCN(CC(O)Cn2c3ccccc3c3ccccc32)CC1 (stereo unspecified)
  A = 17; B = 14; C = 3; D = 5; E = -7; F = 0; G = 1; H = -5

O=C(NCCOc1ccc(Cl)cc1)c1ccc2c(c1)OCCO2
  A = -95; B = -98; C = 33; D = -17; E = 12; F = 25; G = 4; H = -58

Cc1ccc(N(C(=O)C2CCC(=O)N2)C2(C(=O)NC3CCCC3)CCCCC2)cc1 (stereo unspecified)
  A = -3; B = -22; C = -9; D = 2; E = 6; F = 17; G = -6; H = 0

COc1cc(SC)ccc1C(=O)N(CC(=O)Nc1ccccc1Br)Cc1ccco1
  A = 12; B = 7; C = 18; D = 3; E = 8; F = 17; G = 4; H = 2

COc1ccc(CC2SC(N)=NC2=O)cc1 (stereo unspecified)
  A = 10; B = 7; C = -1; D = 8; E = 3; F = -10; G = -2; H = -16

CCOC(=O)c1cc2c(ccn2C)n1CC(=O)N1CCCC(C)C1 (stereo unspecified)
  A = -8; B = 2; C = -6; D = 10; E = 6; F = 6; G = -1; H = 0

CC(=O)N1CCN(S(=O)(=O)c2ccc3c(c2)CCC(=O)N3)CC1
  A = 1; B = 22; C = -21; D = 4; E = 2; F = -4; G = 6; H = 0

COc1ccc(NC(=O)CN2C(=O)CSC(C)C2=O)c(OC)c1 (stereo unspecified)
  A = -5; B = 16; C = -1; D = -4; E = 10; F = -20; G = -1; H = 3

CCN1CCN(C(=S)c2ccc(OCC(=O)N3CCOCC3)cc2)CC1
  A = -10; B = -10; C = -7; D = -20; E = 9; F = -4; G = -6; H = 1

CCOc1ccc(NC(=O)N2CCC(n3nnc4cc(C)ccc43)CC2)cc1
  A = -3; B = 4; C = 10; D = 2; E = 2; F = 8; G = 3; H = 6

NC(=O)c1ccccc1NC(=O)c1ccoc1
  A = 5; B = 1; C = 3; D = 5; E = -3; F = -1; G = -6; H = 4

O=C(NC1CCCCC1)N1CCCC(c2nc3ccccc3[nH]2)C1 (stereo unspecified)
  A = -27; B = -35; C = -2; D = 7; E = -3; F = 10; G = -13; H = -4

Cc1cccc(NC(=O)c2nc[nH]c2C(=O)N[C@@H](CC(C)C)C(=O)OCc2ccccc2)c1
  A = 13; B = 5; C = -15; D = -11; E = 3; F = 29; G = -4; H = -10

O=C(NC(NC(=S)Nc1c(Cl)cccc1Cl)C(Cl)(Cl)Cl)c1cccc([N+](=O)[O-])c1 (stereo unspecified)
  A = 5; B = 2; C = 28; D = -4; E = 36; F = -10; G = -4; H = 18

Cc1nc(C(=O)NNC(=O)c2ccc(Cl)cc2)cs1
  A = -16; B = -6; C = -9; D = -7; E = 3; F = -2; G = -8; H = -5

COc1cccc(-c2cc(C(=O)N3CCCc4ccccc43)no2)c1
  A = -37; B = -28; C = 20; D = -9; E = 15; F = 9; G = -10; H = -20

CC1(C)Cc2c(cnn2-c2ccc(F)cc2)C(NC(=O)CN2CCCC2=O)C1 (stereo unspecified)
  A = 13; B = 16; C = -4; D = -4; E = 10; F = -9; G = 11; H = 7

Cc1csc(=O)n1CCC(=O)OCC(=O)Nc1ncc(Cl)cc1Cl
  A = 5; B = 3; C = 5; D = -6; E = 10; F = 7; G = -8; H = -2

CCN(CC(=O)Nc1ccc(NC(C)=O)cc1)C(=O)c1ccc(NC2CC2)c([N+](=O)[O-])c1
  A = -5; B = -5; C = 0; D = 2; E = 15; F = 12; G = -31; H = -11

CCOC(=O)c1cncc(C#CCO)c1
  A = 12; B = -20; C = 10; D = 2; E = -5; F = 0; G = -2; H = -3

Cn1cc(S(=O)(=O)N2CCCC2)cc1C(=O)NCc1ccccc1Cl
  A = -17; B = -12; C = -1; D = -6; E = 11; F = 20; G = -2; H = -7

COc1ccc(/C=C/C(=O)c2ccc(OC)cc2OC)cc1
  A = 6; B = 12; C = 25; D = -17; E = 11; F = -2; G = 0; H = -2

Nc1nc(SCC(=O)Nc2ccc(Cl)c(S(=O)(=O)N3CCOCC3)c2)n[nH]1
  A = 13; B = 13; C = 1; D = -2; E = 6; F = -28; G = 10; H = 4

Cc1nc2n(n1)CC(O)CS2 (stereo unspecified)
  A = -7; B = -14; C = -1; D = -10; E = 11; F = 3; G = -2; H = -21

COc1ccc(-c2ccc(OC)c([C@H]3[C@H]4C=CC[C@@H](C)[C@@H]4C(=O)N3Cc3ccccc3)c2)cc1
  A = 13; B = 54*; C = 21; D = 4; E = 22; F = 20; G = 0; H = 23

Cc1nc(C)c(C)nc1C
  A = 6; B = 6; C = x; D = 1; E = x; F = -1; G = -5; H = x

O=C(COC(=O)Cc1ccc(Br)cc1)Nc1ccc(Cl)cn1
  A = -8; B = 1; C = -19; D = -6; E = 8; F = 20; G = 14; H = -3

C[C@@]12CCC3[C@@](CC[C@@H]4[C@](C)(C(=O)O)CCC[C@@]34C)(C[C@H]1O)C2 (stereo partly specified)
  A = 16; B = 6; C = -7; D = -1; E = 6; F = 7; G = 5; H = -2

Cc1cnc(C(=O)OCC(=O)c2ccc(F)cc2)cn1
  A = 7; B = -14; C = 2; D = 4; E = -2; F = 3; G = 1; H = 2

Cc1cc(=O)oc2c1ccc1oc(/C(=N/O)c3ccccc3)c(C)c12
  A = -4; B = -10; C = 19; D = 4; E = 25; F = 29; G = 3; H = 18

CC(C)(C)C(=O)N=C1SC2CS(=O)(=O)CC2N1c1ccc2c(c1)OCO2 (stereo unspecified)
  A = 12; B = 16; C = -8; D = -6; E = 7; F = -2; G = -9; H = -2

Cc1nc2ccccc2c(=O)n1Nc1cccc(Cl)c1
  A = 3; B = 22; C = -5; D = -3; E = 11; F = 3; G = 20; H = 2

O=C1C(Cc2ccccc2O)NC(=S)N1c1ccccc1 (stereo unspecified)
  A = 1; B = 8; C = -10; D = 0; E = 12; F = -26; G = 1; H = 5

CCOC(=O)c1cc(-c2ccc(OC)cc2)n[nH]1
  A = -42; B = -30; C = -11; D = -8; E = 6; F = 13; G = -4; H = -16

O=S1(=O)C=CC(N2CCOCC2)C1 (stereo unspecified)
  A = 3; B = 16; C = -8; D = 3; E = -5; F = -5; G = 1; H = 4
